CASP6 VEID inh: caspase-6 (human) enzyme inhibition; P55212; purified caspase-6, Z-VEID-R110 cleavage fluorescence; inhibition, % at 12.5 µM; actives 0.53% (n = 350,000);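 active = mean inhibition across replicates at least about 35%, with every replicate also reaching that limit, limit read from the data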;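 also: 0% = median of neutral control wells and 100% = no fluorescence left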
ARNT TACC3 PPI: ARNT/TACC3 interaction disruption; AlphaScreen His-ARNT PAS-B/GST-TACC3 binding, luminescence; TACC3 fragment carries E629A point mutation; inhibition, % at 9.99 µM; actives 0.66% (n = 390,000);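 active = mean inhibition of replicates at least 50% and at least half of replicates each reaching 50%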;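 also: 0% = complete ARNT plus TACC3 wells and 100% = ARNT alone without TACC3; many hits fall short of the cut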
RAD54 branch: inhibitors of human RAD54 branch migration. Q92698. RAD54 Holliday junction branch migration, FAM/BHQ fluorescence. inhibition, % at 10.4 µM. actives 0.14% (n = 360,000);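 active = mean normalized replicate activity at least 40 and at least half of replicates scoring 40 or more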;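 also: 0% = median of neutral control wells and 100% = median of positive control wells; inhibitors cause a drop in the FAM fluorescence signal; in these data hits start at about 50%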
E-sel inducer: E-selectin induction on HUVECs. activation, % at 7.58 µM. P16581. HUVEC E-selectin immunofluorescence imaging; normalized: neutral wells 0, TNF-alpha wells 100. actives 0.37% (n = 260,000);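 active = mean E-selectin-positive cell signal at least 10% of the positive control, reached in at least 60% of replicates, without over 20% cell loss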;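 also: in these data hits start at about 27%; measured in HUVEC primary endothelial cells; signal is the percent of cells scored E-selectin positive by PE staining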
Target sequence (P16581 whole entry, looked up): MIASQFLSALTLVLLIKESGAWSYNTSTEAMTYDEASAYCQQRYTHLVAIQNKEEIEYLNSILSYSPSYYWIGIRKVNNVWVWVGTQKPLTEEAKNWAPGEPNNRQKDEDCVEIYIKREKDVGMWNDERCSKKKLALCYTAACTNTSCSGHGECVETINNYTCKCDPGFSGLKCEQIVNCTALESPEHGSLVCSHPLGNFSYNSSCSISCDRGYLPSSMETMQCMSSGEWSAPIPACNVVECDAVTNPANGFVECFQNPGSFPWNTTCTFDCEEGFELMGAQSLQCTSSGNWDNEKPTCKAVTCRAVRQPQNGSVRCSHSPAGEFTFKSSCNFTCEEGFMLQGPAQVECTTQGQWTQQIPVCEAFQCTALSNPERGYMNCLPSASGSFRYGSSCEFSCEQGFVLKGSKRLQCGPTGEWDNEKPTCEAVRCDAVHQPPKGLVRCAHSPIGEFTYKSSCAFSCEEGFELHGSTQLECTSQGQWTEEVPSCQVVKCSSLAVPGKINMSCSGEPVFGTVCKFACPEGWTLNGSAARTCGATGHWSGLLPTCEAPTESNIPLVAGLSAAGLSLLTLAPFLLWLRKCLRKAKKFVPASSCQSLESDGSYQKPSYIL
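Test system: HUVEC; input: 3,000 HUVEC/well; measured by: immunofluorescence imaging; read-out: % PE-positive cells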
ERp5 block: blocks human ERp5 reductase activity on insulin. Q15084. ERp5 insulin aggregation, absorbance 650 nm, 90 min. actives 0.05% (n = 350,000). inhibition, % at 9.99 µM;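 active = mean replicate inhibition above about 25%, with every replicate also reaching it, limit read from the data, passing the limit was not always enough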
esBAF inh: inhibitors of esBAF chromatin remodeling in mouse ES cells; actives 2% (n = 350,000); Bmi1-luciferase knock-in reporter, 24 h; 100% = twice the neutral-well signal; reporter increase, % at 12.5 µM; in the data active = activation above about 40%;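 also: 0% = median of the plate's neutral control wells and 100% = double that signal; a rise in the Bmi1 reporter signal indicates esBAF inhibition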
PglD DTNB: PglD (C. jejuni) enzyme inhibition; purified PglD enzyme, DTNB colorimetric CoA detection; inhibition, % at 12.5 µM; actives 0.098% (n = 360,000); in the data active = inhibition above about 16%, passing the limit was not always enough; also: strong numbers were not always called active
RAD52 inh: RAD52 (human) annealing inhibition | P43351 | recombinant RAD52 DNA annealing, FRET fluorescence | inhibition, % at 18.7 µM | actives 0.46% (n = 360,000) | AID 651710;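 active = every replicate showing at least 50% inhibition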
An asterisk follows results filed as active; . = not tested or not shown; & = joins results of further samples. No enrichment for hits; about 3.2% have a hit in one of these screens.

SMILES	CASP6 VEID inh	ARNT TACC3 PPI	RAD54 branch	E-sel inducer	ERp5 block	esBAF inh	PglD DTNB	RAD52 inh
O=C(NC1CC2CCC(C1)N2Cc1ccccc1)c1cccc(F)c1 (centres undefined)	-3	-3	-6	-0.1	2	-3	-10	-7
CC1=C(C(=O)OC2CCCCC2)C(c2ccc(F)cc2)NC(=O)N1 (centres undefined)	.	21	-6	0.0	-1	1	1	0
O=C(NCCn1cccn1)C1CCC(=O)N(CCc2cccc(F)c2)C1 (centres undefined)	-3	0	-16	-0.2	0	3	4	-12
COCCNC(=O)c1cccc(C)c1[N+](=O)[O-]	1	-3	-2	.	-7	.	-3	-13
CC(C)CC#Cc1ccc([C@@H]2[C@@H](CO)N3C(=O)CN(S(=O)(=O)c4ccccc4)C[C@@H]23)cc1	2	.	.	2.2	-16	.	.	9
COc1ccc(C(=O)N/N=C(\CCC(=O)O)c2ccc(C(C)(C)C)cc2)cc1OC	1	2	.	.	4	.	.	-7
COc1cccc(CNC(=O)c2nnn(CC(=O)Nc3cc(C)ccc3C)c2N)c1	-5	-8	-10	.	6	-6	-1	-12
COc1ccc(S(=O)(=O)Nc2cccc3c2O[C@H](CN(C)S(=O)(=O)c2ccc(C)cc2)[C@@H](C)CN([C@H](C)CO)C3=O)cc1	.	7	-5	-0.4	.	-2	2	.
COc1cccc(-c2cc(C(=O)Nc3nc4ccccc4s3)c3ccccc3n2)c1	.	-3	3	.	.	10	0	.
O=C(c1ccccc1)n1ccn(-c2ccccc2)c1=S	.	-1	2	.	.	15	-9	.
CSc1ccc(/C=N/n2nnnc2N)cc1	.	-11	-6	0.6	.	31	9	.
CCCC#Cc1cnc2c(c1)C(=O)N([C@@H](C)CO)C[C@H](C)[C@@H](CN(C)C(=O)C1CCOCC1)O2	3	-3	3	-0.2	10	2	2	-2
Cc1cccc(OCC(=O)NCC(=O)N/N=C/c2cc(Br)cc(Br)c2O)c1	.	-2	-7	.	-1	.	0	4
O=C(N/N=C/c1ccc([N+](=O)[O-])o1)c1cc(-c2ccncc2)nc2ccccc12	.	4	4	.	.	-10	3	.
CCc1nnc(NS(=O)(=O)c2ccc(NS(=O)(=O)c3ccccc3[N+](=O)[O-])cc2)s1	7	-21	-9	0.0	-1	-4	-2	-17
CCOC(=O)[C@@H]1[C@H]2COc3cc(OC)ccc3[C@@H]2N2C(=O)N(c3cccc(C)c3)C(=O)[C@@]12C	-2	-7	4	.	-2	-9	-2	-21
COc1cc(OC)cc(-c2c(C#Cc3ccsc3)c3cc(-c4cnc(OC)nc4)ccc3n2C)c1	-8	1	-12	0.0	-2	-14	-4	-17
CCCC(=O)N1CCC2(CC1)CN(Cc1cccnc1)[C@H](CO)c1[nH]c3cc(OC)ccc3c12	1	.	.	0.8	3	.	.	-105
CCN=C1S/C(=C\c2cc(Br)c(O)c(OC)c2)C(=O)N1CC	-1	-8	-9	.	3	3	-2	-96
COC(=O)c1cccc(N(CC(=O)NC2CCCC2)C(=O)CNC(=O)c2cccs2)c1	3	0	-1	.	5	-3	1	-4
CC(C)Oc1ccc(CNC(=O)C2CCCN(S(=O)(=O)N3CCOCC3)C2)cc1 (centres undefined)	0	-4	4	.	2	-4	4	-18
OC[C@@H]1[C@@H](c2ccccc2)C2(CN(Cc3nccs3)C2)N1Cc1cccnc1	1	.	.	-0.1	-3	.	.	-10
CN(Cc1ccccc1)C(=S)NC(=O)C1CCCCC1	2	-18	-15	0.9	3	12	0	-9
Cn1c(=O)c(C(=O)COC(=O)c2cc(C(F)(F)F)nc3c(C(F)(F)F)cccc23)c(N)n(CC2CC2)c1=O	1	.	.	-0.2	3	.	.	-20
CC(C)CC#Cc1ccc2c(c1)O[C@H](CN(C)C(=O)NC(C)C)[C@@H](C)CN([C@@H](C)CO)S2(=O)=O	3	3	2	0.3	6	3	2	2
Cc1csc(NC(=O)Cc2ccc(F)cc2)n1	1	-2	3	.	3	64*	0	-21
CCC(=O)N1[C@@H]2CN(C(=O)Nc3ccccc3Cl)c3ccccc3[C@@H]2[C@@H]1CO	.	4	7	0.5	.	3	2	.
O=C(NCc1ccncn1)[C@H]1[C@H](CO)[C@H]2Cn3c(ccc(-c4cccc(F)c4)c3=O)[C@H]2N1CC1CC1	-1	-13	5	-0.3	0	-4	-1	-19
O=C(C[C@H]1CC[C@@H]2[C@H](COC[C@H](O)CN2C(=O)Nc2cc(Cl)cc(Cl)c2)O1)N1CCCCC1	-4	2	4	0.2	-17	1	-2	6
O=C1CNC(=O)/C1=C/c1ccccc1	2	.	-3	2.3	2	-4	4	-9
O=C(Nc1cccc2cccnc12)c1ccc2c(c1)OCCO2	.	6	7	.	.	48*	-2	.
O=C(C[C@@H]1C[C@H]2c3cc(NC(=O)Nc4ccc(F)cc4)ccc3O[C@H]2[C@H](CO)O1)NC1CCCCC1	.	2	-1	0.1	-4	-10	-2	.
COCCN(C(=O)COC(=O)CCOc1cc(C)ccc1C)c1c(N)n(Cc2ccccc2)c(=O)[nH]c1=O	2	.	3	-0.2	-2	-2	-5	-17
O=C(CN1C(=O)NC2(CCCCCC2)C1=O)Nc1ccc(Cl)cc1Cl	-5	-4	0	.	2	-6	1	-8
CC(C)CNC(=O)C(=O)NNC(=O)C1CCCCC1	-5	0	5	.	-2	5	0	-8
CC(C)Nc1nnc(SC(C)C(=O)N(C)C2CCCCC2)s1 (centres undefined)	-110	2	.	-1.9	-1	0	.	-2
O=C(Nc1ccccc1C(=O)O)c1ccc(Cl)c(S(=O)(=O)N2CCOCC2)c1	.	8	-5	.	.	5	2	.
CC(C)C[C@@H](CN1CCC[C@@H]1CN1C(=S)NC[C@@H]1Cc1ccc(O)cc1)N1C[C@H](Cc2ccc(O)cc2)N(CCc2ccccc2)C1=S	2	.	3	0.1	3	6	3	-16
COc1ccc(NC(=O)Nc2ccc3c(c2)C(=O)N([C@@H](C)CO)C[C@@H](C)[C@@H](CN(C)S(=O)(=O)c2c(C)noc2C)OCCCC[C@@H](C)O3)cc1	.	-1	0	0.2	.	1	5	.
O=C(C[C@@H]1C[C@@H]2c3cc(NC(=O)C4CCC4)ccc3O[C@@H]2[C@H](CO)O1)NCC(F)(F)F	-2	-8	1	0.0	10	1	1	-4
O=C(c1cc(COc2cccc3cnccc23)on1)N1CCCC(CCCO)C1 (centres undefined)	-2	-9	2	-0.1	3	-16	-3	-2
N#CC1=C2N=C(N)c3ccccc3N2C2=C(C(=O)CCC2)C1c1ccccc1F (centres undefined)	1	12	-7	-0.2	-8	-1	4	-48
Cc1cc(C)n2nc(C(=O)NC(c3ccccc3)c3ccccc3)nc2n1	-2	-13	.	-0.2	1	.	.	-58
C/C(CC(=O)Nc1cc(C)ccn1)=N\NC(=O)C(=O)NC(C)C	0	4	.	.	0	.	.	-10
COC(=O)C[C@@H]1C[C@H]2c3cc(NC(=O)C4CCC4)ccc3O[C@H]2[C@H](CO)O1	1	-8	-1	-0.1	7	-1	-3	-12
Cn1cc(CNCc2cn(C)nc2-c2ccc(C3CCCCC3)cc2)cn1	3	33	.	.	-15	.	.	7
CCN(CC)CCNC(=O)Cc1nn(Cc2ccccc2)c(=O)c2ccccc12	-3	2	-9	0.0	4	0	-4	-3
CCOc1ccc(S(=O)(=O)N2CCC(C(N)=O)CC2)c2ccccc12	.	-6	-4	.	.	-4	7	.
COc1ccc(CN(C)CC(=O)Nc2sc3c(c2C#N)CCC3)c(OC)c1	-1	8	.	.	-1	.	.	-40
CCc1nnc(NC(=O)CSc2nnc(COc3ccccc3C)o2)s1	.	10	-7	-1.8	.	1	0	.
Cc1ccc(S(=O)(=O)N(C)C[C@H]2Oc3ccc(NC(=O)c4ccncc4)cc3C(=O)N([C@@H](C)CO)C[C@H]2C)cc1	1	-6	-23	0.2	0	1	0	-3
C=Cc1ccc(Cn2c(C)c(C(=O)NCCC#N)sc2=O)cc1	3	.	-9	.	3	-1	-7	-4
CN(CC(=O)Nc1ccc(F)cc1)C(=O)c1ccccc1OCc1ccc(F)cc1	2	-3	-13	-0.1	3	-2	-3	0
CC1(C)NC(=O)N(CC(=O)OCC(=O)N2CCN(S(=O)(=O)c3ccccc3)CC2)C1=O	2	-4	-14	0.0	-2	-3	2	-2
c1ccc2c(-c3nnc(SCc4cn5ccccc5n4)o3)c[nH]c2c1	.	-4	1	.	.	24	-5	.
C[C@H](CO)N1C[C@H](C)[C@@H](CN(C)CC2CCCCC2)Oc2ccc(NS(C)(=O)=O)cc2C1=O	1	-2&-2	-8&-8	0.0	0	-1&3	-1&0	-1
C/C=C/c1ccc2c(c1)O[C@@H](CN(C)C)[C@@H](C)CN([C@H](C)CO)S2(=O)=O	0	-10	12	1.0	1	-2	0	6
COc1ccc(CN(C)C[C@H]2Oc3ccc(NS(=O)(=O)c4ccc(OC)cc4)cc3C(=O)N([C@H](C)CO)C[C@H]2C)cc1	.	4	7	0.8	1	0	-3	10
COc1ccccc1CNC(=O)CNC(=O)Cn1cnc2ccccc2c1=O	.	6	3	.	.	0	-5	.

From PubChem BioAssay
